High-throughput results: PubChem BioAssay, Broad Institute
Statin myotox sup: suppression of simvastatin myotoxicity. rescue of ATP level, % at 7.49 µM. C2C12 myotubes + simvastatin, ATP luminescence, 48 h; scaled: DMSO 0, geranylgeraniol control 100. hit rate 0.78% among 330,000;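 active = mean ATP rescue above about 67%, or every replicate alone reaching that limit, limit read from the data, passing the limit was not always enough; inconclusive = no clear call, values can overlap the other calls; inactive = mean under the limit and some replicate under it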;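 also: myotubes were challenged with 10 µM simvastatin during compound exposure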
FN deposition inh: fibronectin deposition inhibition; AH1F fibroblasts, Alexa488-fibronectin deposition fluorescence, overnight; inhibition, % at 12.6 µM; hit rate 0.086% among 350,000; AID 743247;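 active = mean inhibition across replicates of 30% or more, regardless of how many single replicates reach that level; inconclusive = mean under 30% yet at least half of replicates reach 30%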;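 also: positive control wells lacked labelled fibronectin entirely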
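Measured by – fluorescence 485/525 nm · System – AH1F fibroblast monolayer, labelled fibronectin deposition · Amount – 10000 cells per well · Buffer or medium – serum-reduced DMEM (2% serum) · Doses – single dose, pinned · Also added – fluorescent fibronectin at 24 nM final · Schedule – 1 h cell attachment, overnight exposure to compound and label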
CASP6 VEID inh: caspase-6 (human) enzyme inhibition. P55212. purified caspase-6, Z-VEID-R110 cleavage fluorescence. inhibition, % at 12.5 µM. hit rate 0.53% among 350,000. AID 686996;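 active = mean inhibition across replicates at least about 35%, with every replicate also reaching that limit, limit read from the data; inconclusive = only one of the two criteria met; inactive = neither criterion met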;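 also: 0% = median of neutral control wells and 100% = no fluorescence left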
Target sequence (P55212 24-179 limits assumed): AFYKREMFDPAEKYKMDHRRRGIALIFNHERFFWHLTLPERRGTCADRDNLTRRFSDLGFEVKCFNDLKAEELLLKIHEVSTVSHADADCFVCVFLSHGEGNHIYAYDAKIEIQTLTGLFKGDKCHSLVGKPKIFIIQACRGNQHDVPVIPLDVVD
Target sequence (P55212 194-293 limits assumed): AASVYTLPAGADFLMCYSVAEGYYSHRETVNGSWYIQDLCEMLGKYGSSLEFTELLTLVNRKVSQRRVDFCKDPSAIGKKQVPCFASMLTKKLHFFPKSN
SIRT5 block: sirtuin-5 (human) deacylase inhibition; Q9NXA8; Purified SirT5, succinyl-peptide AMC, trypsin-coupled fluorescence; inhibition, % at 15 µM; hit rate 1.1% among 330,000; AID 652115; in the data active = inhibition above about 15%; inconclusive = no clear call, values can overlap the other calls
Target sequence (Q9NXA8 whole entry, looked up): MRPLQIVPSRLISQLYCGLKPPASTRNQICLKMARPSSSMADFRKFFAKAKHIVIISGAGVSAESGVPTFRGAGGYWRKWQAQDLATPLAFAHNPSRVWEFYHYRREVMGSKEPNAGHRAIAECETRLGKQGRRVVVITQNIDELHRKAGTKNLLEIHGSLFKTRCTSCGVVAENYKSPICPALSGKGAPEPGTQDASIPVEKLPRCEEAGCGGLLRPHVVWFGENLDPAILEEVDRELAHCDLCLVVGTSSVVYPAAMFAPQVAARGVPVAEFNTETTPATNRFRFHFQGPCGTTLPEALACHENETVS
esBAF inh: blocks esBAF chromatin remodeling in mouse ES cells. Bmi1-luciferase knock-in reporter, 24 h; 100% = twice the neutral-well signal. reporter increase, % at 12.5 µM. AID 602393. hit rate 2% among 350,000; in the data active = activation above about 40%; inconclusive = no clear call, values can overlap the other calls;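 also: 0% = median of the plate's neutral control wells and 100% = double that signal; a rise in the Bmi1 reporter signal indicates esBAF inhibition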
LGR2 antag: inhibitors of bursicon-induced Drosophila LGR2 receptor cAMP signaling | hit rate 0.35% among 380,000 | inhibition, % at 9.99 µM | HEK293 LGR2, CRE-luciferase, bursicon-stimulated, 4 h;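 active = drop in luminescence signal, shown as inhibition above about 50% in the replicate tests, limit read from the data, passing the limit was not always enough; inconclusive = probably only some replicates passing the limit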;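 also: agonist challenge used bursicon conditioned medium at about half maximal strength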
S100A4 inh HTS: blocks human S100A4 binding to myosin IIA peptide; S100A4/TAMRA-MyoIIA peptide fluorescence polarization; P26447; hit rate 0.14% among 360,000; inhibition, % at 10.7 µM;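 active = mean inhibition of at least 70% across replicates, with every replicate also reaching that level; inconclusive = mean inhibition reaches 70% but some replicates fall short; inactive = mean inhibition below 70%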
Target sequence (P26447 whole entry, looked up): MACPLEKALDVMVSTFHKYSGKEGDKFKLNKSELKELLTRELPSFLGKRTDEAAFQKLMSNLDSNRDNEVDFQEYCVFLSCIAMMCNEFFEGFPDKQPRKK
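Material: human S100A4 monomer with TAMRA-labelled myosin IIA peptide; buffer or medium: HEPES pH 7.2 with CaCl2, KCl, NaCl, DTT, Triton; compound dosing: one concentration per compound; schedule: 5 min incubation before reading; benchmarks: neutral control DMSO, positive control TFP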
* = called active by the depositor; u = inconclusive; x = not tested or not shown. This is a subset (hit frequency here may not be typical).

Results follow in this order: Statin myotox sup, FN deposition inh, CASP6 VEID inh, SIRT5 block, esBAF inh, LGR2 antag, S100A4 inh HTS
O=C(NCc1ccc(Cl)cc1)C1CCN(C(=O)c2ccco2)CC1
    -8, 0, 10, 0, 1, 16, 2
CCCn1c(SCC(=O)Nc2ccc(Cl)cn2)nnc1C1CC1
    -2, 0, 0, -1, -8, 8, -1
COc1ccccc1C(=O)Nc1ccnn1C1CCN(CCCc2ccccc2)CC1
    -9, 16, -4, 1, -4, 0, 1
Cc1cc(OCC(=O)NCC2CCC(C(=O)O)CC2)c2c(C)c(C)c(=O)oc2c1 (configuration not stated)
    3, x, -1, x, -1, x, -5
CC(C)(C)c1cc[n+](-c2[nH]c(=O)sc2/C=N/NC([S-])=Nc2ccccc2)cc1
    -4, 4, 5, 2, 0, -20, 17
CCc1nc(SCC(=O)NNC(=O)c2ccc(C)cc2)c2ccccc2n1
    21, 4, -4, -4, 6, 10, 9
COc1cc(/C=N/NC(=O)C2CCN(CC(O)COCc3ccccc3)CC2)cc(OC)c1OC (configuration not stated)
    16, 11, -4, 2, 8, -12, -24
CCc1ccccc1C1=CC(=O)C[C@H](c2ccc(OC)cc2)C1
    0, 0, -3, -1, 0, -20, -5
CC(=O)c1c(C)[nH]c(C(=O)OCC(=O)Nc2cc(C)on2)c1C
    1, 1, x, x, -2, x, x
CCOC(=O)NC(=O)CSc1nc2ccc(C)cc2[nH]1
    -3, 6, 1, -1, 8, -12, 50
Cc1ccccc1C(=O)Nc1ccccc1N1CCN(C(=O)c2ccccc2)CC1
    11, 6, 4, 0, 2, -7, -2
C[C@H](CO)N1C[C@H](C)[C@H](CN(C)CC2CCCCC2)Oc2ccc(NC(=O)Nc3ccccc3)cc2C1=O
    -38, 3, 2, 0, -4, 30, 0
C[C@@H]1CN([C@@H](C)CO)C(=O)c2cc(NS(=O)(=O)c3cccs3)ccc2O[C@@H](C)CCCCO[C@@H]1CN(C)S(=O)(=O)c1ccccc1
    x, 0, 1, 5, 14, -6, -3
CCNC(=S)N(CCCO)Cc1cc2cc3c(cc2[nH]c1=O)OCCO3
    5, 3, 3, -2, -1, 17, -4
Cc1cccc(OCc2nnc(NC(=O)c3cccs3)s2)c1
    -4, 4, x, x, -3, x, x
Cc1ccc(S(=O)(=O)NCCC(=O)Oc2ccc3ccc(=O)oc3c2)cc1
    x, 4, 3, -81, x, 5, 16
CCC(=O)Nc1ccc2c(c1)nc(CN1CCN(C(C)=O)CC1)n2C
    -3, 5, x, x, 3, x, x
CC1(c2ccccc2Cl)NC(=O)N(CC(=O)c2ccc3c(c2)OCO3)C1=O (configuration not stated)
    4, 6, 0, -4, 3, -4, 0
O=C(COc1ccc(Cl)cc1Cl)c1ccc[nH]1
    24, -2, 0, -2, u, -53, 1
COCC(C)n1c(C)cc(C(=O)COC(=O)CNC(=O)c2ccccc2)c1C (configuration not stated)
    6, -1, -1, -3, -3, 4, 4

Structures shown so far that contain a Cl atom, in the order listed:
Results follow in this order: Statin myotox sup, FN deposition inh, CASP6 VEID inh, SIRT5 block, esBAF inh, LGR2 antag, S100A4 inh HTS
O=C(NCc1ccc(Cl)cc1)C1CCN(C(=O)c2ccco2)CC1
    -8, 0, 10, 0, 1, 16, 2
CCCn1c(SCC(=O)Nc2ccc(Cl)cn2)nnc1C1CC1
    -2, 0, 0, -1, -8, 8, -1
CC1(c2ccccc2Cl)NC(=O)N(CC(=O)c2ccc3c(c2)OCO3)C1=O (configuration not stated)
    4, 6, 0, -4, 3, -4, 0
O=C(COc1ccc(Cl)cc1Cl)c1ccc[nH]1
    24, -2, 0, -2, u, -53, 1

The listing continues.
Results follow in this order: Statin myotox sup, FN deposition inh, CASP6 VEID inh, SIRT5 block, esBAF inh, LGR2 antag, S100A4 inh HTS
O=S(=O)(NCc1ccccc1)c1ccccc1Br
    -2, -1, 3, 1, 2, 1, -6
CCn1cc(/C=C/C(=O)Nc2ccn(Cc3c(F)c(F)c(F)c(F)c3F)n2)cn1
    x, 3, 0, -6, x, 10, -9
Cc1csc(NC(=O)c2ccc(S(=O)(=O)N3CCCC3)cc2)n1
    6, 2, 1, 12, 17, -25, -15
C[C@@H]1CN([C@H](C)CO)C(=O)c2cc(NS(=O)(=O)c3ccc(Cl)cc3)ccc2O[C@@H]1CN(C)Cc1ccc2c(c1)OCO2
    40, -2, 1, 4, -2, 3, 9
COC(=O)c1nc2ccccn2c1F
    9, 2, 2, -4, -1, -18, -2
COc1ccccc1NC(=O)Nc1ccc2c(c1)C(=O)N(C)C[C@H](OC)[C@@H](C)CN[C@@H](C)CO2
    10, x, 1, -2, 5, -6, 9
C[C@@H]1CN([C@H](C)CO)C(=O)c2cc(NC(=O)Nc3ccc4c(c3)OCO4)ccc2O[C@@H](C)CCCCO[C@@H]1CN(C)C(=O)Cc1ccccc1
    x, x, 0, 7, 4, 13, -29
O=C(Cc1c(Cl)cccc1Cl)NC1CC1
    0, -3, -2, -1, 0, 6, -32
C[C@@H]1CN([C@@H](C)CO)C(=O)c2cc(NC(=O)NC3CCCCC3)ccc2O[C@@H]1CN(C)C(=O)NC1CCCCC1
    -5, x, x, -4, 4, 16, 1
COc1cccc(NC(=O)N(C)C[C@@H]2Oc3ncc(C4=CCCCC4)cc3C(=O)N([C@H](C)CO)C[C@H]2C)c1
    15, x, -2, 11, 5, 15, 6

Two entries from above, reformatted.
COC(=O)c1nc2ccccn2c1F
  Statin myotox sup: 9	FN deposition inh: 2	CASP6 VEID inh: 2	SIRT5 block: -4	esBAF inh: -1	LGR2 antag: -18	S100A4 inh HTS: -2
COc1ccccc1NC(=O)Nc1ccc2c(c1)C(=O)N(C)C[C@H](OC)[C@@H](C)CN[C@@H](C)CO2
  Statin myotox sup: 10	FN deposition inh: x	CASP6 VEID inh: 1	SIRT5 block: -2	esBAF inh: 5	LGR2 antag: -6	S100A4 inh HTS: 9

Carrying on:
Results follow in this order: Statin myotox sup, FN deposition inh, CASP6 VEID inh, SIRT5 block, esBAF inh, LGR2 antag, S100A4 inh HTS
C/C(=C\c1ccc2c(c1)OCO2)C1Nc2cccc3cccc(c23)N1
    16, -2, 0, x, -4, x, -6
Cc1ccc(S(=O)(=O)N(C)C)cc1NC(=O)COC(=O)C1(c2ccccc2)CC1
    -19, -5, 3, -6, 4, 5, 5
C[C@@H]1CCCCO[C@@H](CN(C)C(=O)Cc2ccccc2)[C@H](C)CN([C@@H](C)CO)C(=O)c2cc(NC(=O)CCC(F)(F)F)ccc2O1
    38, -9, x, x, 17, 16, x
O=C(C[C@@H]1C=C[C@@H](NC(=O)c2ccc(F)cc2)[C@@H](CO)O1)NCCc1ccncc1
    6, -1, 0, 0, -2, 3, -1
C[C@H]1CCCCO[C@@H](CN(C)C(=O)Nc2ccc(C(F)(F)F)cc2)[C@@H](C)CN([C@@H](C)CO)C(=O)c2cc(NC(=O)Nc3ccccc3)ccc2O1
    x, 6, 0, 1, -6, -12, 2
Fc1cccc(Cc2c(-c3cccc(Br)c3)nc3ccc(Br)cn23)c1
    -21, -8, 4, -1, 36, -75, -6
C/C(=N\NC(=O)c1nnn(-c2nonc2N)c1CSc1ccc(C)cc1)c1ccco1
    -9, 7, 0, -4, -2, 8, -9
Nc1sc(-c2ccccc2)cc1C(=O)NCCc1c[nH]c2ccccc12
    x, 6, 3, 0, x, 5, -1
C[C@H](CO)N1C[C@H](C)[C@H](CN(C)CC2CCCC2)Oc2ncc(-c3cccc(F)c3)cc2C1=O
    x, -8, -3, -2, x, 12, -13
CC(C)c1ccc(N(CC(=O)NCc2ccc(F)cc2)C(=O)c2snc(C(N)=O)c2N)cc1
    5, -3, -2, -7, -7, -6, -6
COc1cccc(C(=O)NC2CC3CCCC(C2)N3CC(=O)Nc2ccccc2)c1 (configuration not stated)
    7, -6, x, x, -9, x, x
N#Cc1ccc(C(=O)OCC(=O)Nc2cccnc2Cl)cc1
    2, 6, 4, 1, -11, -8, -1
CCN1CCN(c2c(Cl)cccc2NC(=O)c2ccc([N+](=O)[O-])cc2)CC1
    x, 4, 0, 6, x, 14, -2
CNC(=O)C[C@H]1CC[C@@H]2[C@@H](COc3ccc(NS(=O)(=O)c4ccccc4C)cc3C(=O)N2C)O1
    8, -22, 3, 2, -8, 9, 5
CCCCOC(=O)/C(=C/C=C/c1ccccc1)NC(=O)c1ccccc1
    x, -9, 5, -1, x, -18, 2
CC(C)(C)c1cc(C(=O)NCCCn2ccnc2)cc(C(C)(C)C)c1
    -2, 2, -18, 0, -1, 7, 5
C[C@H](CO)N1C[C@H](C)[C@@H](CN(C)S(=O)(=O)c2ccccc2F)OCc2ccccc2-c2c(n(C)c3ccccc23)C1=O
    x, 8, -1, -4, 9, 6, 3
CC(=O)c1cccc(Nc2c3c(nc4ccccc24)CCC3)c1
    -49, 20, -2, -1, -11, -6, 5
CN(C)C(=O)[C@H]1[C@H](CO)[C@H]2Cn3c(ccc(C4=CCCC4)c3=O)[C@H]2N1C(=O)Cc1cccnc1
    -7, x, -10, -7, 5, -2, -3
C[C@@H]1CN([C@@H](C)CO)C(=O)c2cc(NS(=O)(=O)c3cccs3)ccc2O[C@@H]1CN(C)C(=O)Nc1cccc2ccccc12
    33, -1, 4, -1, 4, 5, -3
Cc1ccc(C(=O)C(C)OC(=O)CCN=C2NS(=O)(=O)c3ccccc32)cc1 (configuration not stated)
    x, -9, 1, 6, x, -4, 2
C=CCOc1ccc(C2/C(=C(\O)c3ccc4c(c3)OCCO4)C(=O)C(=O)N2CCCN2CCOCC2)cc1 (configuration not stated)
    13, -3, 0, 2, 13, 0, -8
O=C(Nc1c(Cl)c(C2CC2)nn1-c1ccccc1)C(Cl)(Cl)Cl
    x, 1, 7, 1, x, -5, -11
O=C(NCc1cccc(F)c1F)C1CCC(=O)N(C2CC2)C1 (configuration not stated)
    7, 4, -4, -4, 4, 17, -3
CC(/C=C/c1ccccc1)=N\NC(=O)CSc1ccccn1
    x, -4, 3, 0, x, -17, 10
CCOc1ccc(OCC(=O)OCc2cc(=O)n3cc(Br)ccc3n2)cc1
    26, -8, 3, -2, -1, 11, 0
O=C(c1ccc(CS(=O)c2ccccc2Cl)o1)N1CCOCC1 (configuration not stated)
    -6, -7, -3, 1, -6, 3, -8
